# Assay outcomes (PubChem BioAssay)
# SENP8 block-1 = inhibitors of human SENP8 protease | actives 0.64% (n = 360,000) | inhibition, % at 20 µM | AID 602440 | Q96LD8 | recombinant SENP8, Nedd8 substrate fluorescence; in the data active means inhibition mostly above about 40%, no sharp cut-off; inactive means mostly below about 27%
# Target sequence (Q96LD8 whole entry, looked up): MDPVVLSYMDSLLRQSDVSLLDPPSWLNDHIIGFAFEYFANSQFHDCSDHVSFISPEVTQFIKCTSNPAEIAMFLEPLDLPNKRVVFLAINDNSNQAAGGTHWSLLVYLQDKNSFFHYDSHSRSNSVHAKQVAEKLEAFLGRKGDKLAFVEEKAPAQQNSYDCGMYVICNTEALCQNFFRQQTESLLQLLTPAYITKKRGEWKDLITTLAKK
# Apaf-1 inh = human Apaf-1 inhibition | reconstituted apoptosome caspase-3 activity, DEVD-Rh110 fluorescence | O14727 | AID 489030 | actives 0.71% (n = 330,000) | inhibition, % at 20 µM; active means inhibition of at least 40% at 20 µM;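 further: plate controls were DMSO wells for no effect and DEVD-CHO caspase inhibitor wells for full effect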
#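 Assay system: Apoptosome proteins | Medium: pH 7.5 Hepes buffer with CHAPS, BSA, DTT | Also added: Cytochrome c and DEVD-Rh110 substrate | Times: 30 min plus 50 min, RT | Detection: Rhodamine 110 fluorescence at Ex 480/Em 540 nm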
# HKDC1 inhibitor = inhibitors of human hexokinase HKDC1; Q2TB90; inhibition, % at 20 µM; actives 0.16% (n = 340,000); recombinant HKDC1, G6PDH/diaphorase resazurin coupled fluorescence;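 active means inhibition above about 35% when tested at 20 µM, limit read from the data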;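 further: plate controls were DMSO wells with enzyme for no effect and DMSO wells lacking enzyme for full effect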
#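 System: Recombinant HKDC1 hexokinase | Amount: HKDC1 at 5 µg/mL | Reagent: Glucose with 1 mM ATP | Doses: Single 20 µM dose | Incubation: Reaction time 90 min, room temperature, protected from light | Signal: Coupled resazurin fluorescence, excitation 525 nm, emission 613 nm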
# SENP1 inh = blocks the human SENP1 SUMO protease catalytic domain; Q9P0U3; recombinant SENP1 catalytic domain, CyPet-SUMO1-YPet FRET cleavage; inhibition, % at 10 µM; actives 0.21% (n = 360,000);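 active means inhibition at least 30% at 10 µM, raw YFP signal under a set limit, fluorescence ratio 0.5 to 1.5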;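 further: 0% = enzyme with DMSO and 100% = no enzyme wells; some results filed as inactive read as strong as hits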
#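 Assay system: hSENP1 catalytic domain, recombinant. Amount: SENP1 enzyme, 20 pM final. Schedule: 50 min reaction, RT, dark. Technique: FRET, CFP and YFP emission. Control set: no-enzyme wells low, DMSO-plus-enzyme wells high control.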
# SENP8 block-2 = SENP8 protease inhibition; Q96LD8; purified SENP8, Z-RLRGG-aminoluciferin cleavage, luminescence; inhibition, % at 10 µM; actives 1.2% (n = 330,000); AID 2540; in the data active means inhibition above about 50%
# SENP6 inh = inhibitors of human SENP6 protease; Q9GZR1; Recombinant SENP6 catalytic domain, aminoluciferin luminescence; inhibition, % at 10 µM; actives 1.8% (n = 330,000); AID 2599;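 active means inhibition above about 50% at the single tested dose, limit read from the data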;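 further: plate controls were DMSO wells with enzyme for no effect and DMSO wells lacking enzyme for full effect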
# Target sequence (Q9GZR1 628-1112 limits assumed): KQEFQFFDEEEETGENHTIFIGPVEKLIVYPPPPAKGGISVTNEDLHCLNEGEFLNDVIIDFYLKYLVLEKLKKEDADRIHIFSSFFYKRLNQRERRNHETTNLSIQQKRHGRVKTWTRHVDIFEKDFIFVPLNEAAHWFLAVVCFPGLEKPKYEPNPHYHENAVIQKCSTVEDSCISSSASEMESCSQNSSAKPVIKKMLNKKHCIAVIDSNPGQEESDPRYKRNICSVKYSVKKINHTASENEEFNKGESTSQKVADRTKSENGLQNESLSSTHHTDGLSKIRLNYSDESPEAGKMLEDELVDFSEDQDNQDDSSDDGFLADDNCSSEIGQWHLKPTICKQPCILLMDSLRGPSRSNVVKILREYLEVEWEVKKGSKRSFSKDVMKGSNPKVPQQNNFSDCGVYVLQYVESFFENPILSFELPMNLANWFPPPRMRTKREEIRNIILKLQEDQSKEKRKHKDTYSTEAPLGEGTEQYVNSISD
# PfG6PD inh = PfG6PD (Plasmodium falciparum) enzyme inhibition. PfGluPho enzyme, NADPH resazurin-diaphorase fluorescence. inhibition, % at 20 µM. actives 0.78% (n = 350,000). AID 504690;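 active means inhibition reaching at least a set limit at 20 µM in the primary screen, cut at about 59% in these data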;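 further: 0% = DMSO wells with substrate and 100% = DMSO wells lacking glucose-6-phosphate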
# SENP7 block = inhibitors of human SENP7 protease. recombinant SENP7, Z-RLRGG-aminoluciferin luminescence, 40 min. inhibition, % at 5 µM. actives 1.5% (n = 330,000). Q9BQF6;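 active means inhibition above about 50% at the single test dose, limit read from the data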;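 further: plate controls were DMSO with enzyme for no effect and no enzyme buffer wells for full effect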
# Target sequence (Q9BQF6 706-1050 limits assumed): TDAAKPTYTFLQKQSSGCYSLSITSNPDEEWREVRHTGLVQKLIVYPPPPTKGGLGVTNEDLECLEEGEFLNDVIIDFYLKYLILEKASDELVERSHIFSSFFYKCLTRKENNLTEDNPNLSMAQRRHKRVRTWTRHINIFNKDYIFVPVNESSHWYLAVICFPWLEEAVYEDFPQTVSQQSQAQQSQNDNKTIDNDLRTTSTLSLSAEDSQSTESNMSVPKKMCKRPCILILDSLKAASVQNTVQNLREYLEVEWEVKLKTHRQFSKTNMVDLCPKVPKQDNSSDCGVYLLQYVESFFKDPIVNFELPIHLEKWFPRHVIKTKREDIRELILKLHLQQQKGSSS
# Starred values were filed as active, the others as inactive; / = no result given.
SMILES,SENP8 block-1,Apaf-1 inh,HKDC1 inhibitor,SENP1 inh,SENP8 block-2,SENP6 inh,PfG6PD inh,SENP7 block
COc1ccc(C(=O)C(O)C(c2ccc(C)cc2)N2CCOCC2)cc1OC (stereo not drawn),21,-2,-5,-1,3,6,8,-3
CCNC(=O)NC(=O)COC(=O)c1ccccc1SCC(=O)NC(=O)NCC,-472,-7,-1,-133,93*,95*,59*,93*
Cc1ccccc1-n1nc2c(c1NC(=O)c1cc3ccccc3oc1=O)CS(=O)(=O)C2,/,4,0,/,-7,-5,-10,-5
COc1cc(NC(=S)NCc2cccnc2)c(OC)cc1Cl,8,-9,-2,2,-2,-3,-2,-13
O=S(=O)(NCCn1cccc1)c1ccc2ccccc2c1,17,4,0,1,-5,-3,10,-1
CN1CCN(/N=C/c2cccc(Cl)c2Cl)CC1,7,-5,-1,2,-16,-3,12,-11
O=[N+]([O-])c1ccc(-c2ccc(/C=N/Nc3nc(N4CCCCC4)nc(N4CCCCC4)n3)o2)cc1,5,11,5,-24,-6,-9,-5,-3
Cc1ccc(/C=C/C(=O)NCCCN2CCN(CCCNC(=O)/C=C/c3ccc(C)cc3)CC2)cc1,11,9,-10,1,-1,10,-1,3
CSc1nc2ccccc2cc1/C=C(\C#N)c1ccc(Cl)c(Cl)c1,-400,4,-2,-100,6,-8,33,6
Nc1ccc(Nc2ccncc2[N+](=O)[O-])cc1,9,-15,-4,1,9,14,-16,4
Cc1ccc2nc(NC(=O)C3CCCN3C(=O)OC(C)(C)C)sc2c1 (stereo not drawn),4,7,-11,0,-2,5,16,-3
Cc1ccc(C)c(C(=O)CCC(=O)N2CCN(c3ncccn3)CC2)c1,-4,3,-1,1,-8,-12,12,1
Cc1nn(-c2ccc(F)cc2)c(C)c1/C=C/C(=O)N1CCNC(=O)C1,14,2,2,3,-4,8,-15,5
Cc1ccsc1C(=O)OCC(=O)NCCCc1ccccc1,14,3,-5,0,-8,-14,13,2
Cc1cc[n+](-c2[nH]c(=O)sc2/C=N/NC([S-])=Nc2ccccc2)cc1,33,-4,2,25,-5,-4,29,1
CCCCCOC(=O)CSc1nnc(-c2ccccc2)c(=O)[nH]1,12,-12,5,1,-4,-2,2,-2
COc1cc(/C=N/NC(N)=O)cc(Br)c1OCc1ccccc1C,7,14,-2,0,-4,-9,14,-1
O=C(NCC(c1cccnc1)N1CCN(c2ccc(F)cc2)CC1)c1ccco1 (stereo not drawn),-20,5,1,-10,11,1,-4,-2
CCCc1nc(SCC(=O)N2CCc3ccccc3C2)c2ccccc2n1,18,3,2,-3,-1,-26,2,98*
CN1CCN(c2nc(-c3cccs3)cs2)CC1,10,-16,1,-24,-9,2,9,0
Cc1nnc(NC(=O)CCC(=O)N2CCN(S(=O)(=O)c3cc([N+](=O)[O-])ccc3C)CC2)s1,1,4,-3,0,-1,-6,10,3
Nc1nc(Cl)nc2ccc(Br)cc12,-24,-3,13,-9,3,-5,-3,-3
CCO[C@@H]1OC(C(=O)N2CCN(Cc3ccc4c(c3)OCO4)CC2)=C[C@H](c2ccc(C(F)(F)F)cc2)[C@H]1CCCO,2,42*,2,0,-11,-18,12,-11
CCOC(=O)c1cnc2nc(C)nn2c1N,0,-5,-10,-1,5,11,-13,5
O=C(NCc1ccccc1)c1cc[n+](Cc2ccccc2)cc1,11,8,3,1,-15,15,-5,-5
Cc1ccc(-c2nn3c(C)nnc3s2)cc1NC(=O)c1cccs1,2,-12,-5,2,1,9,-16,-2
COc1ccc2[nH]c3c(NCCN4CCCCC4)ncnc3c2c1,-263,7,/,-2,-10,-54,/,-3
N#CCCn1cc(C(N)=O)c(-c2cccs2)n1,10,-9,-4,2,-1,6,-13,-4
Cc1ccc(S(=O)(=O)/N=C(\N)Nc2nc(C)c3ccc(C)cc3n2)cc1,-4,15,-7,1,-6,-19,-8,-7
CCOC(=O)NC(=O)CSc1nnnn1-c1ccc(C)cc1,16,3,-3,1,-2,-3,3,-3
COCC(=O)N(Cc1ccco1)c1nnc(C2CCOC2)s1 (stereo not drawn),18,11,-2,0,-9,-22,-4,-11
CCN(CC)S(=O)(=O)c1ccc2c(c1)nc(SC(C)C(=O)NCC1CCCO1)n2CC (stereo not drawn),8,3,-5,-1,0,1,5,-2
Cc1ccc(C)c(NS(=O)(=O)c2cc(C(=O)NCc3ccco3)ccc2C)c1,11,1,-4,1,5,4,-7,4
COc1ccc(C(=O)Nc2ccc3[nH]ncc3c2)cc1,12,-8,-1,0,7,10,23,3
Cc1ccc(CNC(=O)CSc2nc(C)cs2)cc1,8,5,-8,3,-6,-45,13,0
COCCNC(=O)CCc1c(C)nc2c(-c3ccc(F)cc3)c(C)nn2c1C,-21,1,-6,2,2,10,4,-11
COc1cc(C(O)c2nc3ccccc3n2C)cc(OC)c1OC (stereo not drawn),26,-4,3,1,-11,-7,-14,-7
Oc1ccc(N2CCN(c3ncnc4sc(-c5ccccc5)cc34)CC2)cc1,-19,/,4,-1,/,/,72*,/
CSc1cccc(NC(=O)CN(c2cccc(C)c2)S(C)(=O)=O)c1,4,-2,6,1,4,16,-3,1
O=C(CCN1C(=O)S/C(=C\c2ccccc2)C1=O)N1CCOCC1,33,14,4,1,-4,-19,-4,-9
CCc1ccc(C(=O)NNC(=O)c2cccc(S(=O)(=O)N3CCN(C)CC3)c2)cc1,8,-1,-1,0,2,2,-9,-4
Cc1ccc(CNc2cnccn2)s1,-172,-1,-7,-12,4,6,-5,3
COC(=O)C(C)Sc1nc2c(c(=O)[nH]c(=O)n2C)n1CCCc1ccccc1 (stereo not drawn),23,2,0,-1,3,3,8,0
C/C(CC(=O)Nc1ccc(N(C)C)cc1)=N\NC(=O)c1ccncc1,21,0,-17,-1,-5,-13,-2,5
COC(=O)c1ccc(C)c(NC(=O)CCCN2C(=O)NC(C)(C)C2=O)c1,13,-11,-4,2,-4,-1,-6,1
Cc1nc2ccc(NC(=O)c3cc(Cl)ccn3)cc2s1,2,4,-5,-31,60*,74*,16,68*
O=c1[nH]c2ccccc2nc1/C=C/c1ccccc1,-395,18,2,-21,56*,10,2,56*
O=C(NOC(=O)c1ccccc1F)c1ccc(OC(F)F)cc1,11,-11,-8,1,-3,5,-6,-5
CN1OC(COC(=O)c2ccccc2)CC1c1ccccc1 (stereo not drawn),0,-1,-5,-1,-5,-6,9,-2
Cc1ccc2c(c1)N(C(=O)CCC(=O)NC1CCN(Cc3ccccc3)CC1)CC(C)O2 (stereo not drawn),6,4,-8,3,8,2,11,-6
O=C(NCc1ccccn1)c1ccc(OC2CCN(Cc3cccs3)CC2)cc1,10,2,2,-1,-1,3,10,-3
CC1=C(C(=O)OCc2cc(C)on2)N2C(=O)[C@@H](NC(=O)OCc3cc(C)on3)[C@H]2SC1,-46,-2,-1,-2,0,2,57,6
O=C(/C=C/c1cccc(Cl)c1)c1nc2ccccc2[nH]1,-46,20,28,-15,1,0,17,-3
Cc1cc(C)n(-c2ccc(C(=O)Nc3cccc([N+](=O)[O-])c3)cc2)n1,14,26,-8,-1,-5,-2,2,0
CCCCN(CCCNC(=O)c1ccc2nc(N3CCOCC3)sc2c1)Cc1ccccc1,14,23,4,-2,-8,-25,9,-11
CCOc1ccccc1NC(=O)Nc1cccc(C(C)=O)c1,20,5,-5,3,3,24,24,9
CC(C)Cn1c(=O)n(C)c(=O)c2[nH]cnc21,3,-11,-5,-1,13,-6,-7,-3
CC(=O)c1cc(NC(=O)c2ccc(C)cc2)c(=O)oc1/C=C/N(C)C,0,6,2,9,-6,-11,2,0
O=C1CCC(=O)N1c1ccc(NCCc2cccc(F)c2)c([N+](=O)[O-])c1,24,8,-5,2,0,-8,-9,6
O=C(c1c(Cl)cccc1Cl)N1CCN(c2ccccn2)CC1,7,12,-5,2,-3,-1,-17,-5

# The final 3 records of the part above open the next one:
SMILES,SENP8 block-1,Apaf-1 inh,HKDC1 inhibitor,SENP1 inh,SENP8 block-2,SENP6 inh,PfG6PD inh,SENP7 block
CC(=O)c1cc(NC(=O)c2ccc(C)cc2)c(=O)oc1/C=C/N(C)C,0,6,2,9,-6,-11,2,0
O=C1CCC(=O)N1c1ccc(NCCc2cccc(F)c2)c([N+](=O)[O-])c1,24,8,-5,2,0,-8,-9,6
O=C(c1c(Cl)cccc1Cl)N1CCN(c2ccccn2)CC1,7,12,-5,2,-3,-1,-17,-5
CNC(=O)Nc1cccc(-c2cc(-c3c(Cl)cccc3Cl)no2)c1,-4,-4,2,2,-1,-5,16,-12
CCCn1c(N)c(CC)c(=O)[nH]c1=O,14,6,-11,2,-8,0,-4,-4
Cc1ccc(C(=O)N(Cc2nnc(-c3ccc(Cl)cc3)o2)C2CC2)o1,-3,0,0,-1,2,7,-8,8
Clc1ccc(-c2nnnn2-c2ccc(Cl)c(Cl)c2)cc1Cl,15,13,7,-3,-2,13,-1,5
CCN(CC)CCN1C(=O)C(=O)/C(=C(/O)c2ccc3c(c2)CC(C)O3)C1c1ccc(OC)cc1 (stereo not drawn),7,-7,3,-2,-4,-2,-13,-5
CCCCCCCOC(=O)C1=C(C)Nc2ncnn2C1c1cccs1 (stereo not drawn),-2,10,3,1,-1,1,5,-2
COc1cc(OC)c(NC(=O)c2ccc(F)cc2)cc1Cl,-357,-5,-1,4,-4,-3,32,0
Cc1ccc(C)c(N(C)S(=O)(=O)c2ccc3[nH]cc(C(=O)NCCN4CCOCC4)c(=O)c3c2)c1,-106,2,-6,1,6,1,-29,7
OC(c1ccc(F)cc1)C(CN1CCOCC1)c1ccccc1 (stereo not drawn),12,3,-23,2,-11,-22,11,-12
COc1ccccc1CC(=O)N1CCN(S(=O)(=O)c2cccs2)CC1,7,7,-6,1,2,-2,-7,-5
CC1CN(C(=O)CCNS(=O)(=O)c2ccc(Br)cc2)CC(C)O1 (stereo not drawn),11,-8,-3,1,3,-8,17,0
O=C(NC1CCCCC1)C(c1ccco1)N(Cc1ccco1)C(=O)c1ccco1 (stereo not drawn),8,-8,5,-1,6,-12,-15,5
CC(=O)NCCc1c[nH]c2ccc(OCC(O)CNC(C)(C)C)cc12 (stereo not drawn),14,3,-4,1,-6,-1,4,-11
CCOc1ccc(S(=O)(=O)/N=C(/Nc2ccc(OC)cc2)c2ccccc2)cc1,6,6,-3,0,0,4,11,-3
COC(=O)c1ccc(C(=O)Nc2cc(Cl)ccc2Cl)cc1NC(=O)c1ccc(N(C)C)cc1,6,5,-12,2,-7,2,-4,-6
C[C@@]12C(=O)N(c3ccccc3)C(=O)N1[C@@H]1c3ccccc3OC[C@@H]1[C@H]2c1ccccc1,24,22,2,3,1,2,10,4
CCOC(=O)CC1C(=O)NCCN1C(=O)c1cc2c(=O)n3cccc(C)c3nc2s1 (stereo not drawn),-440,0,0,-42,0,2,-3,4

# Entries listed above printed as active in SENP7 block.
Structure | HKDC1 inhibitor | SENP1 inh | SENP6 inh | PfG6PD inh | SENP7 block
CCNC(=O)NC(=O)COC(=O)c1ccccc1SCC(=O)NC(=O)NCC | -1 | -133 | 95* | 59* | 93*
CCCc1nc(SCC(=O)N2CCc3ccccc3C2)c2ccccc2n1 | 2 | -3 | -26 | 2 | 98*
Cc1nc2ccc(NC(=O)c3cc(Cl)ccn3)cc2s1 | -5 | -31 | 74* | 16 | 68*
O=c1[nH]c2ccccc2nc1/C=C/c1ccccc1 | 2 | -21 | 10 | 2 | 56*
